Compound activity (PubChem BioAssay)
ALOX12 inh = inhibitors of human 12S-lipoxygenase ALOX12 | AID 1671190 | 580,000 compounds, 1.1% hits | purified 12hLO, xylenol orange hydroperoxide absorbance | Potency, µM (doses to about 108 µM), for inactives: top-dose activity change, negative = inhibition, actives largely listed as inhibitors | P18054; active means well fitted inhibition curve with a large enough effect; inconclusive means small, poorly fitted or top-dose-only effect, or another doubt; inactive means no such curve, though single readings can be large or run the other way
Target sequence (P18054 whole entry, looked up): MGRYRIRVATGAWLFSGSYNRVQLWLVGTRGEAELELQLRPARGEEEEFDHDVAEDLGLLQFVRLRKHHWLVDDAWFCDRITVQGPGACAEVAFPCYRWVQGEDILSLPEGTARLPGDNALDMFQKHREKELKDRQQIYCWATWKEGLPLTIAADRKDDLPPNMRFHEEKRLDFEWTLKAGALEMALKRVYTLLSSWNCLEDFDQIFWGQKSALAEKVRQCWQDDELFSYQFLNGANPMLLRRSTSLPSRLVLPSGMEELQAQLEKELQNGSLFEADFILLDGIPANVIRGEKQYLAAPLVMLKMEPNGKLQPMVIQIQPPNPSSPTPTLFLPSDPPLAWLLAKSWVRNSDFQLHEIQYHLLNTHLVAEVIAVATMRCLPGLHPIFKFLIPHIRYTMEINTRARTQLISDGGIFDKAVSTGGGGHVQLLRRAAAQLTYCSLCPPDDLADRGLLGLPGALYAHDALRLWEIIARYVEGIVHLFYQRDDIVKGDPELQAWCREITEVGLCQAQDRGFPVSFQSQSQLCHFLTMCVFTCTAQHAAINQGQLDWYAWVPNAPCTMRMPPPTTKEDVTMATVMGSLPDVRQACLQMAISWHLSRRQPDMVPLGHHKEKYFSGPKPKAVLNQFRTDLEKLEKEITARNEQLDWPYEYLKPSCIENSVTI
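Purified human 12hLO (150 nM final) in 25 mM Hepes, 0.01% Triton X-100, pH 7.0 was preincubated 15 min at room temperature with compound. Then 40 uM arachidonic acid was added, 30 min. Hydroperoxide was read by Fe-XO absorbance ratio 573/405 nm.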
An asterisk follows results filed as active; ? = inconclusive; [ ] = dose if it differs, or a comment. On the % scale 0 is the no-effect control and ±100 the full control effect; potency means the concentration at half of the fitted maximal effect. These rows are one share of the data; rates above refer to the full screens.

mol | ALOX12 inh
CCCCC(=O)Oc1ccc2cc(-c3csc(C)n3)c(=O)oc2c1 | 2.7%
O=C(O)Cn1ccc2cc(OCc3cccc(-c4ccc(F)c(Cl)c4)c3)cnc21 | 50.1µM*
CC1(c2ccccc2)N(Cc2ccccc2F)C(=O)OC12CCN(Cc1cccnc1)CC2 (stereo not given) | 11.5%
CNC(=O)[C@@H]1CN(C(=O)Cc2c(C)noc2C)C[C@H]1c1nc(C)no1 | 40.3%[activator]
COc1cc(CNCc2nnn3c2CN(Cc2ccccc2C#N)C(=O)CC3)cc(OC)c1 | 37.5%[activator]
Cc1ccccc1CC(=O)N1CCN(c2cc(-c3ccc(Cl)cc3)[nH]n2)CC1 | 18.6%
O=C(CCS(=O)(=O)Cc1ccccc1)Nc1cc(F)cc(F)c1 | 14.2%
COc1ccccc1CNC(=O)Cc1c(C)nc2ccccc2c1C | 6.3%
Cc1ccc(C(=O)NCC(=O)N2CCCCCCNC(=O)CC2c2ccccc2)cn1 (stereo not given) | 29.3%
COc1ccc2nc(C[C@@H]3C[C@@H](C(C)C)[C@H](CNCc4ccccc4)C=C3C)[nH]c2c1 | -21.4%[176 µM]
C/C(=N/N=C(/C)c1ccc[nH]1)c1ccc[nH]1 | -1.9%
Cc1nn(Cc2cccc(Cl)c2)c(C)c1NS(=O)(=O)c1c(C)nn(C(F)F)c1C | 3.5%
CCOC(=O)C1CCN([C@H]2CS(=O)(=O)C[C@@H]2S(=O)(=O)c2ccc(OCC)cc2)CC1 | -4.0%
CCC(CC)C(=O)Nc1ccc([C@@H](O)[C@H]2COCC(=O)N2Cc2ccccc2)cc1 | 58.7%[activator][176 µM]
Cc1c(C)n(-c2ccc(Cl)cc2)c2ncn(CC(=O)NC(C)c3ccccc3)c(=O)c12 (stereo not given) | 25.1µM*

(more compounds)
mol | ALOX12 inh
COc1ccc(CC(=O)N2C3CCCC2CC(=O)C3)cc1 | 8.8%[176 µM]
COc1ccc2cc(C(=O)NCCNC(C)=O)c(C)nc2c1 | ?
CC1(C)C[C@H](NC2CCOCC2)[C@@]2(CCC(=O)N3CCOCC3)CC[C@](C)(O)C[C@@H]12 | 18.4%[176 µM]
Cc1ccc2c(C)c(CCC(=O)Nc3ccc(F)cc3F)c(=O)oc2c1 | -4.9%
Cc1cc(C(=O)N2CCN(c3ncccn3)CC2)c2c(C)noc2n1 | 2.8%
CNC(=O)c1ccccc1OCc1coc(-c2ccccc2)n1 | 7.5%
CCC(=O)N1CCc2ccc(C(=O)NC3CC3)cc21 | 7.7%
Cc1cccc(-n2ccnc2SC2CCCCC2=O)c1 (stereo not given) | -22.0%
COc1cccc2cc(S(=O)(=O)c3ccccc3F)c(=O)oc12 | -9.0%
CCC(CC)C(=O)N1C[C@@H]2OCC(=O)N(Cc3ccccc3)[C@@H]2C1 | ?
CC(C)COc1ccc(/C=C(/C#N)c2ccc(Cl)cc2)cc1 | ?
COc1ccc(N2CC(C(=O)NCc3ccc4c(c3)OCO4)NC2=O)cc1 (stereo not given) | 24.9%
N#Cc1nc(COc2ccc(Br)cc2)oc1NCc1ccco1 | ?
O=C(NCc1ccco1)C1COC2(CCN(C(=O)c3cccs3)CC2)N1C(=O)c1ccccc1 (stereo not given) | 51.4%[activator]
COc1ccc(NC(C)=O)cc1NC(=O)CCn1cnc2c1c(=O)n(C)c(=O)n2C | 2.6%

The closing four records of the section before open the next one.
mol | ALOX12 inh
COc1ccc(N2CC(C(=O)NCc3ccc4c(c3)OCO4)NC2=O)cc1 (stereo not given) | 24.9%
N#Cc1nc(COc2ccc(Br)cc2)oc1NCc1ccco1 | ?
O=C(NCc1ccco1)C1COC2(CCN(C(=O)c3cccs3)CC2)N1C(=O)c1ccccc1 (stereo not given) | 51.4%[activator]
COc1ccc(NC(C)=O)cc1NC(=O)CCn1cnc2c1c(=O)n(C)c(=O)n2C | 2.6%
COc1cccc(NC(=O)c2ccc3c(c2)NC(C)(COc2cccnc2)CO3)c1 (stereo not given) | -2.8%[176 µM]
COc1ccc(C)cc1NC(=O)C(=O)NCCc1csc2nc(-c3ccccc3C)nn12 | 12.5%
CN1CCC(N(C)C(=O)CCn2ccc3ccccc32)CC1 | -7.2%
COc1ccc(NC(=O)Cn2nc(N3CCCCC3)c3ccccc3c2=O)cc1 | 1.0%
COc1nc2nc(CC3CC3)n(C)c2cc1-c1ccncc1 | 43.5%[activator][176 µM]
CCn1ncc(N2CCCC(CC(=O)NCCc3ccccn3)C2)cc1=O (stereo not given) | -4.2%
COc1cccc(-c2c(NC(=O)c3cccc([N+](=O)[O-])c3)oc3ccc(Cl)cc3c2=O)c1 | 73.1%
CCOc1ccc(C(=O)NC2CCN(c3cnn(CC)c(=O)c3)CC2)cc1 | 66.3%[activator]
O=C(NCc1ccc(Cl)cc1)c1cccn2cncc12 | 80.6%[activator][176 µM]
CCOc1ccccc1C(=O)N(C)C1CCc2nn(CC3CC3)c(=O)n2CC1 (stereo not given) | 42.2%[activator]
CN[C@@H]1[C@H](O)[C@H](CO)O[C@@H]1CNC1CCCCC1 | 10.9%[176 µM]
CCc1noc(C)c1C(=O)Nc1ccc(C(C)(C)C)cc1 | ?
CN(Cc1noc2c1CCCC2)C(=O)Cn1cccc(C(F)(F)F)c1=O | 75.8%[activator]
COCCCNC(=O)c1cc(C)nc2ccc(C)cc12 | -12.3%
C=CCNC(=S)NC1CC1 | ?

(continued)
mol | ALOX12 inh
CCOc1ccccc1C(=O)N1CCc2[nH]nc(C(=O)NCCCc3ccccc3)c2C1 | 48.2%[activator]
C1=C(c2cc(-c3cccc4cn[nH]c34)cn3cncc23)CCOC1 | -28.7%[176 µM]
O/N=C/c1c(O)c(Br)cc2oc3c(c12)CCCC3 | 9.6%
COc1ccccc1OC1(C(=O)O)CCN(c2ncnc(C)c2C)CC1 | 37.8%[activator]
Cc1cccc(CC(=O)N2CCC(Cc3nc(C(C)C)no3)CC2)c1 | 17.9%
CN(C)C[C@@H]1CN(Cc2ccccn2)C[C@H]1NC(=O)c1cc(Cl)ccc1F | 76.1%[activator]
CC(C)C[C@@H](C(=O)NC1CCN(Cc2ccccc2)CC1)N1Cc2ccccc2C1=O | -22.6%
Cc1ccc(-c2nccn3cc(C(=O)N4CCN(C5CCN(C)CC5)CC4)nc23)cc1 | 1.4%
CCN1CCN(CCNC(=O)C23CCCC=C2N(C2CCCC2)C(=O)CC3)CC1 (stereo not given) | 58.0%[activator]
CSc1ccc(/C=C/C(=O)c2ccc(S(=O)(=O)NCC(=O)O)cc2)cc1 | ?
COCCN1CC(CO)C2(CCN(Cc3cnn(C(C)C)c3)CC2)C1 (stereo not given) | 106.4%[activator]
O=C(CCc1cc2ccccc2[nH]c1=O)N1CCCCC1 | -0.1%
O=C(NCc1nnc2n1CCCCC2)C1CC2(CCNCC2)CN1 (stereo not given) | 127.9%[activator]
Cc1ccc(C)c(NC(=O)Cn2nc3n(c2=O)CCCCC3)c1 | 54.4%[activator]
Cc1ccc(C)c(N2CCN(C(=O)c3cc(-c4ccncc4)cn3C)CC2)c1 | 37.5%[activator]

Going on with the list.
mol | ALOX12 inh
COc1ccc(N2Cc3cccc(C(=O)NCc4ccc(Cl)cc4)c3C2=O)cc1 | -7.7%
c1ccc(-c2ccn[nH]2)cc1 | 36.0%[activator]
COCCCNC(=O)CCc1ncc(-c2ccc(F)cc2F)o1 | 20.7%
COc1ccccc1CNC(=O)CN1CCCc2nc(C)ncc2C1=O | 0.4%
C[S+](=O)([O-])N1CC2(Cc3ccccc31)CN([S+](=O)([O-])c1cccs1)C2 | 2.0%
Cc1ccccc1NC(=O)CCCn1cnc2c1c(=O)n(C)c(=O)n2C | -33.8%
CCN(CC)C(=O)COc1ccc(-c2nnc(Nc3ccccc3)c3ccccc23)cc1 | 4.8%
COc1cccc(CNC(=O)[C@@H]2C[C@@H](O)CN2C2CCN(C(=O)c3ccc(OC)cc3C)CC2)c1 | 16.6%
Cc1cc2nc3n(c(=O)c2n1CC(=O)Nc1cccc(C(F)(F)F)c1)CCCC3 | 8.9%
Cc1cccc(NC(=O)CN2CCN(C(=O)NCc3ccccc3)CC2)c1C | 14.2%
COCC1CN(Cc2c(C)n[nH]c2C)CC12CCNCC2 (stereo not given) | 22.8%
CC(C)N1C(=O)C2(CCCCC2)C1C(=O)N1CCCCC1 (stereo not given) | -2.3%
COCCN1C(=O)CCc2cc(NC(=O)c3ccc(C)c(C)c3)ccc21 | 28.1%
CCc1noc(-c2cccn3c(CNC(=O)c4cccc(OC)c4)nnc23)n1 | 73.2%[activator]
CCCCS(=O)(=O)N[C@@H]1CN(Cc2ccncc2)C[C@H]1CN(C)C | 60.8%[activator]

New compounds follow.
SMILES | ALOX12 inh
Cc1ccc(-c2cc(=O)c3cc(Br)ccc3o2)cc1 | ?
Cc1c(C(=O)N2CC3CCC2C3)sc2ncnc(NCCc3ccccn3)c12 (stereo not given) | 29.7%
CC(C)Cc1nc(OCC(=O)N2CCCCC2)c(C#N)c2c1CCCC2 | -0.3%
Cc1ccc2[nH]c(CN3CCN(CC4CCN(C)CC4)CC3)cc(=O)c2c1 | 16.2%
COc1cccc(NCc2nnc(C(=O)N3CCC[C@@H]3c3ccc(Br)cc3)n2Cc2ccccc2)c1 | -11.8%
COCC(=O)N[C@@H]1C=C[C@@H](c2c(C)nn(-c3ccc(C(C)(C)C)cc3)c2C)C1 | 24.0%[176 µM]
Cc1ccccc1CNC[C@H]1O[C@@H]2C[C@@H](CC(=O)N3CCC(F)(F)C3)O[C@@H]2[C@@H]1O | -3.0%[176 µM]
CCCN1C(=O)COCc2cc(-c3cccc(CO)c3)ccc21 | 4.5%
Cc1cc2c(c(=O)o1)[C@@]1(C(=O)N(c3ccccc3)c3ccccc31)C1=C(CCCC1=O)O2 | -8.2%
COc1cccc(S(=O)(=O)N2CCN(C3CCN(C)C3=O)CC2)c1 (stereo not given) | ?

(next part)
SMILES | ALOX12 inh
Cc1ccc(NC(=O)CCn2cnc3c2c(=O)n(C)c(=O)n3C)cc1 | -3.0%
CCOc1ccc(NC(=O)c2cc3c(s2)CN(C2CCCC2)C3)cc1 | ?
CC(=O)N1c2ccccc2N=C(c2ccc(C(F)(F)F)cc2)C1C(=O)NC1CCCC1 (stereo not given) | 7.2%
O=C1NCCOCCCN(S(=O)(=O)c2cccc3cccnc23)[C@H]2CCCC[C@@H]12 | ?
CC(C)NC(=O)Cn1c(CO)cnc1SCc1ccccc1Cl | 3.9%
CC(C)Cc1nnc2sc(-c3cc4ccccc4[nH]3)nn12 | ?
COC(=O)c1cccc(C(=O)NCC2CCCCC2)c1 | ?
Cc1c(C#N)c(N)nc2c3c(sc12)NC(=O)CC3c1c(F)cccc1Cl (stereo not given) | 12.6%
COc1ccc(C(=O)NCC2Cc3cc(F)cc(-c4cncnc4)c3O2)cc1 (stereo not given) | 4.6%
Cc1ccc(NC(=O)c2ccc3c(c2)N(C)C2CCCCCN2C3=O)c(F)c1 (stereo not given) | -6.5%

New compounds follow
SMILES | ALOX12 inh
Cc1ccc(-c2c(NC(=O)CN3CCC(C(N)=O)CC3)oc3ccc(Cl)cc3c2=O)cc1 | 10.8%
CN(CCc1ccccc1)C(=O)C1CCCN(C2CCN(C(=O)C3CC3)CC2)C1 (stereo not given) | 2.3%
Cc1nc(Nc2ccc(NC(=O)c3ccco3)cc2)cc(N2CCOCC2)n1 | 5.7%
c1ccc(C(Sc2cccc3cccnc23)c2ccccc2)cc1 | -0.3%
COc1ccccc1CN1CCc2nc(C(=O)Nc3ccc(Cl)cc3)oc2CC1 | -3.7%[176 µM]
COc1cccc(S(=O)(=O)N2CCC3(CC2)CC(CC(=O)N2CCCC2)CCO3)c1 (stereo not given) | 61.8%[activator]
O=C(C1CC1)N1CCC(OCCOc2cccnc2)CC1 | 33.6%[activator]
Cc1ccc(NS(=O)(=O)c2ccc(N/N=C/c3cc(C)[nH]c3C)c([N+](=O)[O-])c2)c(C)c1 | ?
COC(=O)CCCNC(=O)C1c2ccccc2C(=O)N(c2ccccc2)C12CCCCC2 (stereo not given) | 48.4%
COc1cc(NC(=O)c2cccnc2)ccc1-c1cc2ccccc2oc1=O | -7.4%

(list continues)
SMILES | ALOX12 inh
Cc1cc2nc3n(c(=O)c2n1CC(=O)Nc1ccccc1)CCC3 | 16.8%
O=C(Cc1cccc(Cl)c1)N1CCC(c2nn(Cc3ccccc3)c(=O)[nH]2)CC1 | 41.2%
COCc1cccc(-c2n[nH]c3c2CC(=O)N(c2ccccc2)C3)c1 | -19.9%[176 µM]
CN1CC(=O)N(C2CNC2)Cc2c(NC3CCCC3)ncnc21 | 43.4%[activator]
COCc1cc(C[C@H]2CNCC[C@H]2CC(=O)NCc2cccs2)no1 | 9.0%[176 µM]
Cn1c(SCC(=O)O)nnc1-c1ccc2ncccc2c1 | 3.6%
O=C(COC(=O)Cc1ccc(F)cc1)NCc1ccc(Cl)cc1 | -1.8%
CCC(=O)Nc1ccc(C(C)NCc2ccsc2)cc1 (stereo not given) | -10.6%
O=S(Cc1ccccc1)Cc1cccc(F)c1 (stereo not given) | 6.4%
Cc1cc2nc3n(c(=O)c2n1CC(=O)N1CCCc2ccccc21)CCCCC3 | 11.9%

Next part.
SMILES | ALOX12 inh
Cc1ccc(C(=O)N(Cc2ccco2)C2CC2)s1 | ?
COc1cccc(CC(=O)N[C@@H]2C[C@H](Cn3cc(CN(C)C)nn3)[C@@H](O)[C@H]2O)c1 | 20.0%
O=C(Nc1nc(-c2ccc(F)c(F)c2)cs1)c1cc(=O)c2ccccc2o1 | -44.2%
c1ccc(-c2nnn(Cc3ncc(-c4ccccc4)o3)n2)cc1 | 21.4%
Cc1ccc(-c2ocnc2C(=O)NCc2ccc(OC(C)C)cc2)s1 | ?
CCc1sc(C(=O)Nc2sc(C)c(C)c2C#N)cc1Br | ?
C[S+](=O)([O-])N1CC2(CCN(Cc3c[nH]c4ccccc34)CC2)Cc2ccccc21 | 0.2%[6.33 µM]
Cc1ccc(C)c(CNC(=O)C2(c3ccc(NS(C)(=O)=O)cc3)CCCCC2)c1 | 14.8%
